Compound activity deposited in PubChem by National Center for Advancing Translational Sciences (NCATS).
POLB inh – inhibitors of human DNA polymerase beta; P06746; Pol beta primer extension/strand displacement, fluorescence kinetic; Potency, µM (series often up to 114 µM), inactives show at the highest dose activity change, negative = inhibition, usual class: inhibitors; actives 1.3% (n = 340,000); AID 485314; further: on the % scale 0 is the no-effect control and ±100 the full control effect
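Homogeneous kinetic assay of primer extension and strand displacement by 10 nM Pol beta, preincubated 15 min at room temperature with compound before 50 nM substrate (final) was added. Read at 0 and 10 min; four-parameter Hill fit.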
POLI inh – blocks human DNA polymerase iota activity; Q9UNA4; Pol iota fluorescent replication assay, 10 min; actives 1% (n = 390,000); Potency, µM (titrated, usually from 115 µM), for the others: top-dose activity, negative = inhibition, usual class: inhibitors
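Pol iota at 10 nM preincubated 15 min with compounds at room temperature; reaction started with fluorescent substrate, 50 nM final. Fluorescence read kinetically at 0 and 10 min; buffer-only wells as negative control.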
Pol eta inh – DNA polymerase eta (human) inhibition. Q9Y253. recombinant Pol eta, fluorescent DNA replication assay. Potency, µM (highest dose often 114 µM), for inactives: at the highest dose activity change, negative = inhibition, most hits filed as inhibitors. actives 1.2% (n = 390,000); further: on the % scale 0 is the no-effect control and ±100 the full control effect
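Pol eta (10 nM) was preincubated with compounds for 15 min at room temperature, after which fluorescent replication substrate (50 nM final) was added to start the reaction. Fluorescence was read kinetically at 0 and 10 min.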
BLM helicase inh – Bloom syndrome helicase (human) inhibition | P54132 | recombinant BLM DNA unwinding, fluorescence dequenching | Potency, µM (top dose mostly 56.1 µM), for inactives: at the top dose activity change, negative = inhibition, most hits filed as inhibitors | actives 0.2% (n = 350,000);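 further: plate controls were vehicle for no effect and no enzyme for full effect; nearly all actives have a fitted effect of over 35% in size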
Target sequence (P54132 whole entry, looked up): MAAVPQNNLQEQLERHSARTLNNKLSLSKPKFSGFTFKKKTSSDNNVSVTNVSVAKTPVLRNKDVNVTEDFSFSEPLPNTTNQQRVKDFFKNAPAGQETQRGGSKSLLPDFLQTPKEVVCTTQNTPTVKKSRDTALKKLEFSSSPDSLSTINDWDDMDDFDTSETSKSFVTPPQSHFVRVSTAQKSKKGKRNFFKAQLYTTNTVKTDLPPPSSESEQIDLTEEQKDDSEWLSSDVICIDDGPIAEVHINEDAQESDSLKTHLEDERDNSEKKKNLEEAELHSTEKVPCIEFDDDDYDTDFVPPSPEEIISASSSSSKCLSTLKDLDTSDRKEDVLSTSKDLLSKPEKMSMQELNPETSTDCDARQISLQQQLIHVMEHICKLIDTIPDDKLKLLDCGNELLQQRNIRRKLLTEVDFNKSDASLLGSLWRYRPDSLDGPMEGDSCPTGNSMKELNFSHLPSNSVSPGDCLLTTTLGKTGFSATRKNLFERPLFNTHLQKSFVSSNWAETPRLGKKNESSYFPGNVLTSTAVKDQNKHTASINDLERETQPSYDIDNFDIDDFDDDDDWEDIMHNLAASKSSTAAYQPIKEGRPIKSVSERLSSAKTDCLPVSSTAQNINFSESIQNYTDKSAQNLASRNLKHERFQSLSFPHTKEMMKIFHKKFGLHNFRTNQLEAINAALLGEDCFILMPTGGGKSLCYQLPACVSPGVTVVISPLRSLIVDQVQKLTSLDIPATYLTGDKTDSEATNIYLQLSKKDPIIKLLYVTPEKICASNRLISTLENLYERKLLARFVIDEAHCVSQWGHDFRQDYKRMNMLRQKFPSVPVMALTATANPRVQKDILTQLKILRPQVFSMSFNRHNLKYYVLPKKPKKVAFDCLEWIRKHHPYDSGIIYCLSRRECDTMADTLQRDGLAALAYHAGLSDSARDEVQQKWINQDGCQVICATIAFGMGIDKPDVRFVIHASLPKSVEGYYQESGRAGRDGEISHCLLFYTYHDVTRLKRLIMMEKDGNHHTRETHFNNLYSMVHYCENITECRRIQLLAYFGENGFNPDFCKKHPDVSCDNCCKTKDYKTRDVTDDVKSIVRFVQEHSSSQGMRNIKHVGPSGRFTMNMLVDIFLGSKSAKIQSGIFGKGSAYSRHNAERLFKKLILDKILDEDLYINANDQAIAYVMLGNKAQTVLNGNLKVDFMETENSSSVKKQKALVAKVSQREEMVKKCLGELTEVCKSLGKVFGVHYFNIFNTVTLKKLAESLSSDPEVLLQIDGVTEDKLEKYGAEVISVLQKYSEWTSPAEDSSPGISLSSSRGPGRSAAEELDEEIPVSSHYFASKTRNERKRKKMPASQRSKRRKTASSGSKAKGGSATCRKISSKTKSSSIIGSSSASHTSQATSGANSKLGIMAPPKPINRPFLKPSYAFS
APEX1 inh – blocks human APE1 abasic DNA cleavage; P27695; recombinant APE1, TAMRA/BHQ-2 abasic DNA cleavage fluorescence; Potency, µM (titrated, usually from 65.8 µM), for inactives: top-dose activity change, negative = inhibition, usual class: inhibitors; actives 0.35% (n = 350,000); AID 2517;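 further: plate controls were vehicle for no effect and reference inhibitor for full effect; nearly all actives have a fitted effect of over 55% in size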
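Endonuclease cleavage of a quenched abasic-site DNA duplex (50 nM) by APE1 (0.75 nM) was tracked by TAMRA dequenching. Compounds were preincubated with enzyme 15 min at room temperature; data normalized to buffer-only and DMSO wells plus NSC13755 control.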
BAZ2B block – BAZ2B (human) inhibition; Q9UIF8; AlphaScreen BAZ2B-H3K14Ac peptide displacement; Potency, µM (titrated, usually from 114 µM), without a hit: at the highest dose activity change, negative = inhibition, most hits filed as inhibitors; actives 4.4% (n = 360,000); AID 504333; further: on the % scale 0 is the no-effect control and ±100 the full control effect; nearly all actives have a fitted effect of over 60% in size
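BAZ2B (50 nM) with biotin-H3(5-23)K14Ac peptide (50 nM) in PBS pH 7.4, 0.01% Tween-20, preformed 30 min, then compound 30 min at room temperature; top concentration 110uM. AlphaScreen streptavidin donor/nickel chelate acceptor beads (10 ug/mL final), 20 min dark, signal read.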
G9a block – inhibitors of human histone lysine methyltransferase G9a | actives 8.8% (n = 350,000) | Potency, µM (titrated, usually from 102 µM), inactives show at the highest dose activity, negative = inhibition, actives largely listed as inhibitors | Q96KQ7 | AID 504332 | G9a H3K9 monomethylation, AlphaScreen, 2 h; further: on the % scale 0 is the no-effect control and ±100 the full control effect; nearly all actives have a fitted effect of over 75% in size
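Using a bead-based AlphaScreen, monomethylated H3K9 product from 2 h room-temperature reactions (G9a 20 nM, peptide 500 nM, SAM 20 uM) was detected with 0.5 ug/mL rabbit anti-H3K9me1 antibody.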
Apoferritin bind – binds horse apoferritin like a general anesthetic. P02791. apoferritin/1-aminoanthracene competitive binding, fluorescence. Potency, µM (highest dose often 77.5 µM), inactives show at the top dose activity change, negative = displacement, most hits filed as inhibitors. actives 0.074% (n = 350,000); further: on the % scale 0 is the no-effect control and ±100 the full control effect; nearly all actives have a fitted effect of over 20% in size
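Steps: apoferritin (10 uM) was premixed with half-saturated 1-AMA in PBS, compounds were pin-transferred, plates stood 10 min at room temperature, fluorescence was read at 380/535 nm, and curves were fitted with a Hill equation.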
Pol kappa inh – DNA polymerase kappa (human) inhibition | purified Pol kappa, fluorescent DNA synthesis assay, 10 min | AID 588579 | Potency, µM (highest dose often 107 µM), for inactives: at the highest dose activity, negative = inhibition, hits mostly inhibitors | actives 0.53% (n = 400,000); further: on the % scale 0 is the no-effect control and ±100 the full control effect
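Activity was followed as the change in fluorescence between reads at 0 and 10 min after starting the reaction with 50 nM substrate. Beforehand, 10 nM polymerase had been preincubated with compound for 15 min at room temperature.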
Numbers without * were called inactive; ? = inconclusive; . = no result given; [ ] = dose if it differs, or a comment. The call rests on the fitted dose curve; in most records, active means well fitted curve in the direction sought with a large enough effect; inconclusive means small, poorly fitted or top-dose-only effect, or another doubt; inactive means no such curve, though single readings can be large; an effect the other way counts as inactive or inconclusive. Potency means the concentration at half of the fitted maximal effect. These rows are one share of the data, so the mix of outcomes need not match the whole.

Second line of a record: BLM helicase inh, APEX1 inh, Apoferritin bind, POLI inh, POLB inh, BAZ2B block, Pol eta inh, G9a block, Pol kappa inh
Cc1cccc(CN2C[C@]34CC[C@@H](C[C@@H]3S2(=O)=O)O4)c1
→ 0%, 0%, -2%, 16%, 26%, -2%, -13%, 28%[59 µM], -5%
Oc1c(Br)cc(Cl)cc1C=Nc1ccccc1Br
→ -5%, -4%, 39%[activator], -8%, 0%, -36%, -10%, 4µM*, -15%
CC(C)(C)OC(=O)N1CCC(c2c(C(=O)NCCN3CCOCC3)cnn2-c2ccc(F)cc2)CC1
→ 2%, ., 8%, 11%, -2%, 8%[57.1 µM], -7%, -7%[59 µM], -9%
COc1ccc(O)c(/C=C(\C#N)C(=O)Nc2cccnc2)c1
→ -1%, 3%, 56%[activator], 61%[activator], 3%, 0%, ?, 11%[59 µM], -8%
Cc1cccc(C)c1OCCCN1CCCC1
→ 0%, 3%, -2%, 0%, 6%, 50µM*, -18%, 10µM*, 0%
O=c1c2c(nc3n1CCCCC3)sc1c(O)c(Br)ccc12
→ -9%, -3%, -12%, ?, 0%, -4%, 7%, 1.8µM*, -17%
CCOc1ccc(CCNC(=O)c2cn(CC)c3ccc(S(=O)(=O)N4CCc5ccccc5C4)cc3c2=O)cc1OCC
→ -7%, ., ?, -17%, 26%, ., -5%, -22%[59 µM], 4%
O=C(CNC(=O)c1ccc(F)cc1)NCc1ccc(Cl)cc1
→ -7%, -1%, 0%, 21%, 2%, 2%, -9%, 7%, 1%
Cc1ccc(NCc2nnc(SC(C)C(=O)N/N=C/c3ccc(C)o3)n2-c2ccccc2)cc1 (stereo unspecified)
→ 0%, -8%, -12%, 4%, 2%, -31%, 11%, -18%, -2%
CCOC(=O)N1CCN(C(=O)CN(c2ccccc2OC)S(=O)(=O)c2ccc(C)cc2)CC1
→ 4%, 1%, -15%, -4%, 32%, 17%, -11%, ?, -8%
CN1C(=O)C(O)(CC(=O)c2cccs2)c2ccccc21 (stereo unspecified)
→ 0%, -5%, -6%, 21%, -3%, -5%, -15%, -7%, -16%
OC1CCCN(c2c3c(nc4cc(-c5cccc(F)c5)nn24)CCCC3)C1 (stereo unspecified)
→ -15%, 7%, 56%[activator], 61%[activator], 1%, 10%, -20%, ., -14%
CC(C)(C)NC(=O)C(c1ccc(O)cc1)N(C(=O)Cn1nnc(-c2ccc(F)cc2)n1)c1ccccc1F (stereo unspecified)
→ -16%, -8%, -13%, -19%, ?, -16%, -20%, ., -5%
CCOC(=O)c1cc(S(=O)(=O)N2CCN(c3cccc(C)c3)C(C)C2)[nH]n1 (stereo unspecified)
→ -1%, ., -3%, -19%, 19%, ?, 3%, 14µM*, -15%[60.1 µM]
CCN(CC)S(=O)(=O)c1ccc(C(=O)N=c2sc3cccc(OC)c3n2C)cc1
→ -1%, ., 0%, 16%, 80%, -2%, -7%, 31%[59 µM], 11%
CC1C(c2ccccc2)=NNc2nc3c(c(=O)n(C)c(=O)n3C)n21 (stereo unspecified)
→ -1%, -6%, -4%, 45%[activator], 0%, 1%, -1%, 12%[12.7 µM], -2%
N#CCCn1cc(C(=O)O)c(-c2ccc3ccccc3c2)n1
→ 0%, 44%, 0%, 147%[activator], 38%, -30%, 0%, 2%, -7%
COCC1CCCN(C(=O)c2ccc(OC3CCN(Cc4ccccn4)CC3)cc2)C1 (stereo unspecified)
→ -6%, 3%, -11%, -3%, 7%, -16%, 1%, 9%, -13%
CCN(CC(=O)Nc1ccccc1OC)CC(=O)Nc1sccc1C#N
→ 0%, 1%, -5%, 163%[activator], 3%, -19%, -18%, -3%, -5%
O=C(NCc1cccnc1)C(=O)Nc1nc(C23CC4CC(CC(C4)C2)C3)cs1
→ -10%, -1%, ?, 18%, -9%, -12%, -24%, 12%[59 µM], 7%
O=c1ccc2cc(S(=O)(=O)N3CCN(c4ccc(Cl)cc4)CC3)ccc2o1
→ -6%, 12%, -9%, 119%[activator], -25%, -11%, -11%, -8%, -4%
O=C(CN1C(=O)NC2(CCCC2)C1=O)OCc1cc(=O)n2cc(Br)ccc2n1
→ -18%, -7%, -10%, ?, -44%, ?, ?, ?, -43%
Cc1ccc(NC2CCCN(C(=O)CSc3ccncc3)C2)cc1C (stereo unspecified)
→ 3%, -3%, -15%, 27%, 6%, ?, -9%, ., 2%
Cc1csc2ncc(C(=O)Nc3cccc(C(F)(F)F)c3)c(=O)n12
→ -3%, -4%, -9%, -28%, 1%, 2%, -16%, -8%, -8%
O=C(OCC(=O)c1ccc(Cl)s1)c1cncc(Br)c1
→ ., 11%, ., -24%, ., ., ?, ., -9%
CC(=O)NCc1ccc(C(=O)CN2C(=O)NC3(CCCCC3C)C2=O)s1 (stereo unspecified)
→ ., -6%, ., -16%, ., -7%, ?, -10%, -15%
C=CCSc1[nH]c(=O)cc(C)c1C(N)=O
→ 0%, -7%, -4%, 25%, 12%, -4%, 3%, -25%, 5%
CC(C)Oc1ccc(CN2CCC(n3nccc3NC(=O)C3CC3)CC2)cc1
→ -1%, 17%, -7%, 8%, 35%, -9%, -18%, 44%, -1%
Cc1ccc(C(=O)N2CCN(S(=O)(=O)c3ccccc3[N+](=O)[O-])CC2)o1
→ -2%, -9%, -8%, ?, ?, ., 2%, -44%, -21%
CCC1(CC)NC(=O)N(CC(=O)N2CCN(S(=O)(=O)c3cccc(F)c3)CC2)C1=O
→ -2%, 17%, -2%, 53%[activator], 38%, -9%, -9%, 34%, -13%

A portion from the list above:
Second line of a record: BLM helicase inh, APEX1 inh, Apoferritin bind, POLI inh, POLB inh, BAZ2B block, Pol eta inh, G9a block, Pol kappa inh
CC1C(c2ccccc2)=NNc2nc3c(c(=O)n(C)c(=O)n3C)n21 (stereo unspecified)
→ -1%, -6%, -4%, 45%[activator], 0%, 1%, -1%, 12%[12.7 µM], -2%
N#CCCn1cc(C(=O)O)c(-c2ccc3ccccc3c2)n1
→ 0%, 44%, 0%, 147%[activator], 38%, -30%, 0%, 2%, -7%
COCC1CCCN(C(=O)c2ccc(OC3CCN(Cc4ccccn4)CC3)cc2)C1 (stereo unspecified)
→ -6%, 3%, -11%, -3%, 7%, -16%, 1%, 9%, -13%
CCN(CC(=O)Nc1ccccc1OC)CC(=O)Nc1sccc1C#N
→ 0%, 1%, -5%, 163%[activator], 3%, -19%, -18%, -3%, -5%

Carrying on:
Second line of a record: BLM helicase inh, APEX1 inh, Apoferritin bind, POLI inh, POLB inh, BAZ2B block, Pol eta inh, G9a block, Pol kappa inh
COc1cc(Cl)ccc1OCc1cc(C(=O)N[C@H]2CCCCNC2=O)no1
→ -1%, 31%[activator], -16%, 16%, 20%, -11%, -9%, 19%, 5%
CCC1CCCCN1C(=O)CCCOc1ccccc1 (stereo unspecified)
→ -5%, 5%, ?, ?, 11%, 0%, -7%, 11%, -6%
CCCCNC(=O)CSc1nnc(NC(C)=O)s1
→ -1%, 2%, -7%, 4%, 21%, ., -14%, 3%[59 µM], -1%
COc1ccc(N(C)C(=O)c2ccc3nc(-c4ccccc4)c(-c4ccccc4)nc3c2)cc1
→ -10%, -6%, -18%, 11%, 21%, ?, -15%, 15%[12.7 µM], -17%
O=C(CSC1=Nc2ccccc2C2=NC(Cc3ccccc3)C(=O)N12)Nc1ccccc1F (stereo unspecified)
→ 2%, ., 36%[activator], 5%, 1%, 2%, -23%, -6%[59 µM], -2%[60.1 µM]
C=CCn1cnc2c(sc3nc(C)cc(C)c32)c1=O
→ 0%, -6%, -2%, 27%, 13%, -1%, -18%, -9%, 3%
COc1cccc(C(=O)Nc2ccccc2)c1
→ -1%, 12%, -9%, 20%, 22%, 12%, -10%, 0%[2.33 µM], -6%
CCNc1nc(NCC)nc(NS(=O)(=O)c2ccc(N)cc2)n1
→ -1%, 7%, 0%, 110%[activator], -23%, -39%, -2%, ., -16%
COCCn1c(SCc2nc3scc(-c4ccc(Cl)cc4)c3c(=O)[nH]2)nnc1-c1cccc(C)c1
→ -2%, -5%, -5%, 11%, 13%[57.1 µM], 3%, -22%, -45%, -26%
Cc1nc(N2CCN(S(=O)(=O)c3ccc(F)cc3)CC2)c2c(-c3cccs3)csc2n1
→ -3%, -3%, 6%, 46%[activator], -14%, -24%, -18%, -24%, -15%
O=C(O)CCc1nc2cc(C(F)(F)F)ccc2n(Cc2ccccc2)c1=O
→ -10%, 48%[activator], -2%, 42%[activator], -18%, -12%, -14%, 7%, -1%
Cc1cccc(CS(=O)(=O)c2nnc([C@H](Cc3ccccc3)NC(=O)OC(C)(C)C)o2)c1
→ -8%, 3%, ?, -9%, -12%, 4%, -5%, 10µM*, -6%
COc1cc2c(cc1OC)CN(C(=O)COc1ccccc1[N+](=O)[O-])CC2
→ -3%, 1%, 3%, 57%[activator], 10%, -3%, -1%, -16%, 1%
CC(C)(C)c1ccc(S(=O)(=O)N2CCN(Cc3cc4c(cc3O)OCO4)CC2)cc1
→ ., -13%, ., 24%, ., ?, -19%, ?, -5%

Compound profiles (already shown). Values in the order: BLM helicase inh, APEX1 inh, Apoferritin bind, POLI inh, POLB inh, BAZ2B block, Pol eta inh, G9a block, Pol kappa inh
`CCCCNC(=O)CSc1nnc(NC(C)=O)s1` across the screens: -1%, 2%, -7%, 4%, 21%, ., -14%, 3%[59 µM], -1%
`COCC1CCCN(C(=O)c2ccc(OC3CCN(Cc4ccccn4)CC3)cc2)C1` (stereo unspecified) across the screens: -6%, 3%, -11%, -3%, 7%, -16%, 1%, 9%, -13%
`CN1C(=O)C(O)(CC(=O)c2cccs2)c2ccccc21` (stereo unspecified) across the screens: 0%, -5%, -6%, 21%, -3%, -5%, -15%, -7%, -16%
`CC(C)(C)NC(=O)C(c1ccc(O)cc1)N(C(=O)Cn1nnc(-c2ccc(F)cc2)n1)c1ccccc1F` (stereo unspecified) across the screens: -16%, -8%, -13%, -19%, ?, -16%, -20%, ., -5%
`CCNc1nc(NCC)nc(NS(=O)(=O)c2ccc(N)cc2)n1` across the screens: -1%, 7%, 0%, 110%[activator], -23%, -39%, -2%, ., -16%
